Assay outcomes deposited in PubChem by National Center for Advancing Translational Sciences (NCATS).
RXFP1 antag = antagonists of human relaxin receptor RXFP1; Q9HBX9; HEK293-RXFP1, relaxin-stimulated cAMP HTRF, 30 min; active compounds read low; activity change, negative = inhibition, % at 57.5 µM; 350,000 compounds, 0.59% hits; AID 1259400;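 active means activity change of -60% or lower, but not beyond a set lower limit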; further: on the % scale 0 is the no-effect control and ±100 the full control effect
RXFP1 agonist = RXFP1 (human) receptor agonism. Q9HBX9. HEK293T-RXFP1 cAMP TR-FRET, 30 min; response scale: percent of porcine relaxin response, buffer zero. Potency, µM (doses to about 57.5 µM), inactives show top-dose activation, actives largely listed as activators. 370,000 compounds, 0.3% hits; active means well fitted activation curve with a large enough effect; further: potency means the concentration at half of the fitted maximal effect; on the % scale 0 is the no-effect control and ±100 the full control effect; nearly all actives have a fitted effect of over 60% in size; many of its hits are not listed in these tables
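HEK293 cells stably expressing RXFP1, treated 30 min at 37C with compounds plus PDE4 inhibitor Ro 20174; cAMP measured by HTRF TR-FRET. Normalized to buffer and 29 nM porcine relaxin; EC50 by Hill fit.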
D1 agonist = activates the human D1 dopamine receptor. HEK293 T-REx D1 cells, calcium flux, agonist mode. 360,000 compounds, 1% hits. activation, % at 2 µM. P21728; in the data active means activation above about 30%; further: 0% is about no effect
Target sequence (P21728 whole entry, looked up): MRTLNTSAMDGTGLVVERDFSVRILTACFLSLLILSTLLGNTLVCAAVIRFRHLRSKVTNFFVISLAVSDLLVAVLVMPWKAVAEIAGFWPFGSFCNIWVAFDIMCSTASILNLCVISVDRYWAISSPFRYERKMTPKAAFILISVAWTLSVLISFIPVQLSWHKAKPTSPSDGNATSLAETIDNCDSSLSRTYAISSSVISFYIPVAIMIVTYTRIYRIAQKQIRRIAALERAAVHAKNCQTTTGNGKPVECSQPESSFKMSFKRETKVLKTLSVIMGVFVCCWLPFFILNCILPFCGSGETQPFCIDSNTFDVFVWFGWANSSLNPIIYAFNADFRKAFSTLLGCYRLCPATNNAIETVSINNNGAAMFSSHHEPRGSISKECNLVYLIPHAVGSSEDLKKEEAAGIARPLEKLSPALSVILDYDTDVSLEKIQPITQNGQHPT
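Agonism was scored from calcium flux recorded over 180 s (1 read/s) after pintool compound addition, following a 10-cycle baseline. Cells were inducible force-coupled HEK293 TREx D1, plated overnight at 30 C and loaded with no-wash calcium dye.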
D2 PAM = positive allosteric modulators of human D2 dopamine receptor. 340,000 compounds, 0.34% hits. potentiation, % at 10 µM. HEK293 T-REx D2, calcium flux, EC20 dopamine potentiation;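 active means potentiation over 3 SD above the plate norm, cut at about 30% in these data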; further: 0% is about no effect
Target sequence (P14416 whole entry, looked up): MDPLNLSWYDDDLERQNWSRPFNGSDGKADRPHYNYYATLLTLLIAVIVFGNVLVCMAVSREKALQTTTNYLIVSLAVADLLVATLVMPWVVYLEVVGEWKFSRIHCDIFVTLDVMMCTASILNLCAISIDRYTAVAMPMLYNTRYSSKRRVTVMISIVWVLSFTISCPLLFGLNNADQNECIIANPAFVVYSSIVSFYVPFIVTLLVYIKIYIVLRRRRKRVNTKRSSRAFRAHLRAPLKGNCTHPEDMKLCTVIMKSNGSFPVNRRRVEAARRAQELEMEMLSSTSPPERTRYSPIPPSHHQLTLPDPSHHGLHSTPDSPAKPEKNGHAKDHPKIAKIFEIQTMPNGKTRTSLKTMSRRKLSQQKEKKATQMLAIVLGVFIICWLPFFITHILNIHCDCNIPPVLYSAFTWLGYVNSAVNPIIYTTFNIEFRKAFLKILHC
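Cells plated with tetracycline inducer and held overnight at 30 C; calcium dye loaded 30–90 min at room temperature; baseline taken, compound added and read 180 s; EC20 dopamine then added and read 180 s.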
D1 PAM = enhances dopamine response at the human D1 receptor; P21728; HEK293 TREx D1 cells, calcium flux, dopamine EC20 potentiation; 360,000 compounds, 0.036% hits; AID 504651; potentiation, % at 10 µM; in the data active means potentiation above about 30%; further: 0% is about no effect
TRHR enhancer = allosteric enhancers of human TRH receptor; 360,000 compounds, 0.66% hits; enhancement, % at 2 µM; P34981; TRHR cells, fluo-8 calcium fluorescence, EC20 TRH enhancement; AID 493056; in the data active means enhancement above about 30%; further: 0% is about no effect
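Enhancer read-out: after compound pinning and an initial kinetic agonist-mode read, an EC20 of TRH (10 nM final) was injected and fluo-8 calcium signal (Ex 480/Em 530) followed at 1 s/cycle for 100 cycles in TRHR-expressing cells.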
D1 antagonist = blocks dopamine activation of the human D1 receptor. P21728. 360,000 compounds, 3.2% hits. HEK293 TREx D1 cells, calcium flux, dopamine EC80; active compounds read low. activity change, negative = inhibition, % at 10 µM; in the data active means activity change below about -30%; further: on the % scale 0 is the no-effect control and ±100 the full control effect
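Kinetic fluorescence of a calcium dye serves as the read-out. D1-expressing Hek293 Trex cells, induced overnight at 30 C, are exposed to compound for 180 s before an EC80 dopamine addition, then read 180 s further.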
D2 agonist = agonists of human D2 dopamine receptor; 340,000 compounds, 0.53% hits; HEK293 T-REx D2 cells, calcium flux agonist mode; activation, % at 2 µM; P14416;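 active means activation over 3 SD above normal in the single-dose calcium agonist read, cut at about 30% in these data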; further: 0% is about no effect
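Tetracycline-induced HEK293 Trex cells with D2 receptor force-coupled to calcium signaling, plated overnight at 30 C and loaded with no-wash calcium dye. Calcium flux read kinetically for 180 s after compound addition; responses flag agonists.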
D2 antagonist = D2 dopamine receptor (human) antagonism | HEK293 TREx D2 cells, calcium flux, dopamine EC80 | AID 485344 | inhibition, % at 10 µM | 340,000 compounds, 2% hits; in the data active means inhibition above about 30%; further: 0% is about no effect
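Calcium mobilization kinetics were recorded at 1 s intervals in tetracycline-induced HEK293 T-REx D2 cells, first for 180 s after compound addition and then 180 s after EC80 dopamine.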
* marks the source's active call; other numbers are inactive results; · = not tested or not shown; & = joins results of further samples; ! = a repeat was not active.

SMILES	RXFP1 antag	RXFP1 agonist	D1 agonist	D2 PAM	D1 PAM	TRHR enhancer	D1 antagonist	D2 agonist	D2 antagonist
Cc1cccc(NC(=O)C(=O)NCC(c2cccnc2)N2CCc3ccccc32)c1C (stereo not drawn)	-32	-1.9%	-1	9	-2	16	-12	-0.1	·
Cc1ccc(CN2CCN(Cc3nc4ccccc4nc3C)CC2CCO)cc1 (stereo not drawn)	-10	4.1%	0	-11	-7	-12	-27	0.6	-5
COc1ccc(Cl)cc1NC(=O)CNC(c1ccccc1)c1ccccc1	-5	1.4%	7	-2	2	-2	7	1.1	-6
CCn1c(NCCc2ccc(OC)c(OC)c2)nc2c1c(=O)n(C)c(=O)n2C	·	-1.1%	4	-4	-4	-1	-13	-0.5	-15
CCO[C@@H]1OC(C(=O)NCc2nc3ccccc3[nH]2)=C[C@H](C2CC2)[C@H]1CCCO	·	-1.5%	-1	-20	7	0	18	-0.6	-5
O=C(NCCCN1CCCC1=O)C1CCN(S(=O)(=O)c2cccc(C(F)(F)F)c2)CC1	-9	-0.3%	2	20	1	7	7	-0.2	-4
COc1cc(/C=C(/C#N)c2ccc(C)cc2)ccc1Oc1ccc([N+](=O)[O-])cn1	-21	-0.3%	2	8	-2	15	-17	-0.4	17
C[C@@]12CC[C@H]3OC(=O)C=C3C1CC[C@@]13CC(CCC12)[C@](CO)(O[C@H]1O[C@H](CO)[C@@H](O)[C@H](O)[C@H]1O)C3 (stereo partly drawn)	·	0.0%	5	-1	-3	-2	21	0.5	8
Cc1nn(-c2ccc(C(=O)OC(C)C)cc2)c(C)c1[N+](=O)[O-]	4	-0.1%	0	·	-5	-6	-22	-0.1	1
O=C(c1ccc(Cl)c(S(=O)(=O)N2CCCC2)c1)N1CCCC(C(F)(F)F)C1 (stereo not drawn)	-2	-0.7%	2	12	-1	-7	-3	0.6	3
CC(C)c1ccc(NC(=O)c2ccc(F)c(S(=O)(=O)N3CCCCCC3)c2)cc1	-11	2.1%	1	11	0	-5	16	0.3	·
CNc1sc(C(=O)c2cccs2)c(N)c1-c1nc2ccccc2s1	1	3.5%	3	1	-2	-8	3	-0.6	8
COc1ccc(NC(=O)CC2Nc3cccc4cccc(c34)NC2=O)cc1 (stereo not drawn)	-4&3	0.2%&-2.5%	-2&-2	-8&3	-3&-5	-2&-2	3&-12	-0.1&-0.3	12
O=C(N/N=C1\CCc2ccccc21)c1ccc(O)cc1	-24	-0.3%	2	10	2	-3	4	-1.2	-13
CCOC(=O)c1c(N)sc(C(=O)N2CCOCC2)c1C	12	-0.3%	-1	6	-3	0	-8	0.4	-14

Brought forward from above: three entries; new compounds follow.
SMILES	RXFP1 antag	RXFP1 agonist	D1 agonist	D2 PAM	D1 PAM	TRHR enhancer	D1 antagonist	D2 agonist	D2 antagonist
COc1ccc(NC(=O)CC2Nc3cccc4cccc(c34)NC2=O)cc1 (stereo not drawn)	-4&3	0.2%&-2.5%	-2&-2	-8&3	-3&-5	-2&-2	3&-12	-0.1&-0.3	12
O=C(N/N=C1\CCc2ccccc21)c1ccc(O)cc1	-24	-0.3%	2	10	2	-3	4	-1.2	-13
CCOC(=O)c1c(N)sc(C(=O)N2CCOCC2)c1C	12	-0.3%	-1	6	-3	0	-8	0.4	-14
O=C(O)c1cc(-c2ccccc2)nn1Cc1ccccc1	·	-0.7%	-1	5	7	2	5	-0.4	·
CCCCn1c(=O)c(F)cn(Cc2ccc(OC)c([N+](=O)[O-])c2)c1=O	-7	2.4%	75*	16	-5	-6	13	11	7
CC(=O)Nc1ccc(SCC(=O)OCC(=O)NC(=O)NCc2ccco2)cc1	-6	1.5%	3	-4	-10	-16	-15	-0.6	14
COc1ccccc1C(=O)N1CCN(Cc2cn[nH]c2-c2ccc(F)cc2F)CC1	14	-3.1%	2	8	2	57*	-4	0.6	-15
O=C(CN1CCc2ccccc2C1)Nc1ccccc1C(F)(F)F	-3	1.3%	2	-4	5	-7	-22	34*	4
Cc1ccc(S(=O)(=O)Nc2c(C)n(C)n(-c3ccccc3)c2=O)cc1	8&10	-0.6%&0.9%	3&1	1&2	-9&4	-1&-5	2&-5	0.3&1.2	-7&1
Brc1cc2c(cc1CN1CCc3ccccc3C1)OCO2	-7	-2.5%	1	-12	-5	8	11	0.2	-14
O=C(CSc1nnc2sc3ccccc3n12)c1ccco1	-29	13%	0	0	-5	1	-25	0.1	-17
Cc1ccc(CS(=O)(=O)c2ncc(Cl)c(C(=O)Nc3nnc(C(C)C)s3)n2)cc1	-93*	0.0%&-3.1%	5&-1	-3&1	-1&0	-2&0	-1&-9	-0.6&-0.5	-6
COC(=O)C1(C#N)C(c2ccccc2)C1(C(=O)OC)C(=O)OC (stereo not drawn)	9	-0.3%	0	0	0	1	2	1.0	-13
Cn1cccc1Cc1nnc(SCC(=O)NCC2CCCO2)n1CCc1ccccc1 (stereo not drawn)	-5	-0.9%	1	-1	-2	-9	-3	-0.5	-3
CCOc1ccc(N(CC(=O)NCc2cccnc2)S(=O)(=O)c2ccc(F)cc2)cc1	1	4.4%	4	6	-4	-4	7	-1.0	-15
COc1ccc(C(=O)NNc2ccccc2)cc1	0	-1.3%	0	-4	-7	-3	5	-0.5	-15
COc1ccc2nc(NC(=O)c3ccccc3F)sc2c1	-2	2.3%	3	4	-7	-4	-14	0.3	-15
Cc1ccc2[nH]c3c(c2c1)CN(C(=O)CN1CCN(c2cccc(C)c2C)CC1)CC3	-14	0.7%	10	-21	5	3	-16	15	-7
COC(=O)c1ccc(Oc2c(C(F)(F)F)oc3c(CN4CCN(C)CC4)c(O)ccc3c2=O)cc1	-5	-2.5%	0	20	5	5	2	-0.1	23
Cc1ccc(-n2c(SCC(N)=O)nc3c([nH]c4ccccc43)c2=O)cc1	·	0.5%&1.4%	-1&1	32*!	-14&-7	2&1	-12&-17	0.0&0.7	-3
CN(CC(=O)N1CCN(c2ccc(F)cc2)CC1)S(=O)(=O)c1ccc(F)cc1	-13	0.6%	4	3	-4	-6	7	-2.1	-3
COc1ccc(CCNC(=O)CCS(=O)(=O)c2ccc3c(c2)oc(=O)n3C)cc1OC	17&-2	1.7%&0.7%	0&1	10&5	-4&-5	3&10	-2&-1	0.4&0.7	9
CC(NC(=O)C1CCC1)c1ccc(Br)cc1 (stereo not drawn)	17	-0.5%	1	8	4	0	-2	-0.7	8
CC(C)OCCCNC(=O)Cn1ccc2cc(S(=O)(=O)N3CCCCCC3)ccc21	10&-10	-0.5%&-1.6%	0&4	-1&-4	-2&-1	-1&7	-3&-29	-0.5&0.2	-6
Cc1ccc(-n2ncc3c(NC(C)c4ccccc4)ncnc32)cc1 (stereo not drawn)	-27	2.5%	1	-4	-4	3	-13	·	·
Cn1c(O)c(N=NC(=O)CNC(=O)c2ccccc2)c2ccccc21	9	2.8%	2	0	-4	4	3	0.1	24
COc1ccc2oc(=O)c(C(=O)Nc3cccc(C(C)=O)c3)cc2c1	-2	5.8%	2	-9	-3	5	-4	0.1	0
C=CCC(=O)NC(C)c1cnn(-c2ccccc2C)c1C (stereo not drawn)	-5	-1.6%	2	0	-4	-6	0	0.1	-9
Cc1ccc(Oc2ccc(Cl)cc2NC(=O)c2ccc(F)cc2F)cc1	9	1.5%	10	-3	-3	3	0	-0.4	0
COc1cc2c(cc1NC(=O)c1ccc(C)c([N+](=O)[O-])c1)oc1ccccc12	-8	-0.2%	4	8	-10	-2	14	0.9	0
CN(c1ccccc1C(=O)O)S(=O)(=O)c1ccc2[nH]c(=O)oc2c1	8	0.1%	5	-3	8	3	-11	-0.2	·
CN(C)S(=O)(=O)N1CCN(C(=O)c2ccccc2Cl)CC1	6	-2.7%	5	6	-9	4	2	0.8	-9
O=C(NC1CC1)C1CCN(S(=O)(=O)c2ccc(Cl)cc2)CC1	0	0.0%	-1	6	5	2	-4	-0.4	32*

Not a retest: entries from further up.
SMILES	RXFP1 antag	RXFP1 agonist	D1 agonist	D2 PAM	D1 PAM	TRHR enhancer	D1 antagonist	D2 agonist	D2 antagonist
Cc1ccc(-n2ncc3c(NC(C)c4ccccc4)ncnc32)cc1 (stereo not drawn)	-27	2.5%	1	-4	-4	3	-13	·	·
Cn1c(O)c(N=NC(=O)CNC(=O)c2ccccc2)c2ccccc21	9	2.8%	2	0	-4	4	3	0.1	24

The list continues.
SMILES	RXFP1 antag	RXFP1 agonist	D1 agonist	D2 PAM	D1 PAM	TRHR enhancer	D1 antagonist	D2 agonist	D2 antagonist
Cc1ccc(C(=O)OC2CCCN(C)C2)cc1 (stereo not drawn)	-9	-0.6%	2	-9	-3	-2	-4	-2.5	4
Cc1cc(C)cc(NC(=O)Cn2c(=O)c3ccccc3n3nncc23)c1	·	6.7%	2	0	-1	0	-3	0.5	·
COC(=O)c1c(C)oc(C)c1S(=O)(=O)NCc1ccc(OC)cc1	4	2.2%	0	2	-2	3	6	-0.2	-3
COc1ccc(C(CNC(=O)c2cc(SC)ccc2Cl)N(C)C)cc1 (stereo not drawn)	3	-0.3%	13	-19	0	-7	-27	0.5	-25
Cc1ccc(CN2CCC(CO)(CC3CCCCO3)CC2)o1 (stereo not drawn)	-2	-0.1%	0	-8	5	14	7	0.2	-26
Cc1ccc(NC(=O)CSc2nncc3ccccc23)cc1	0	9.6%	0	-11	-1	3	12	-1.2	-4
CON/C=C(\C=Nc1ccc(F)cc1)c1ncc(C(F)(F)F)cc1Cl	-4	-1.1%	0	-2	-3	-3	0	-0.3	4
CCCCOc1ccc(OC(=O)c2sc3ncn(Cc4cccc(F)c4)c(=O)c3c2C)cc1	-6	1.6%	8	·	-1	10	-10	0.7	·
COc1ccc(Cl)cc1-n1c(C)cc(C=O)c1C	3	1.1%	4	-1	-6	4	6	-2.1	-1
O=S(=O)(N1CCOCC1)n1nnc2ccccc21	-11	0.0%	0	1	3	-1	3	2.4	5
O=S(=O)(c1ccc2ccccc2c1)N1CCN(S(=O)(=O)c2c(F)cccc2F)CC1	·	·	0	·	6	1	-19	·	·
COc1ccc(S(=O)(=O)N2CCC(C(=O)N3CCOCC3)CC2)cc1OC	-5	-2.2%	0	-5	1	-6	-2	0.4	-10
CCOc1ccc(OCC)c(NC(=O)C2C3C=CC(O3)C2C(=O)NCc2ccco2)c1 (stereo not drawn)	9	0.8%	0	·	-3	-2	0	·	·
CCC(c1c(C)n(C)n(-c2ccccc2)c1=O)c1c(C)n(C)n(-c2ccccc2)c1=O	-8	1.7%	0	0	-7	-6	0	0.3	6
O=C(Cc1ccc(F)cc1)N1CCOCC1	12	1.3%	5	-9	0	1	16	0.2	-8
Cc1cc(C(=O)Nc2cccnc2)cs1	3	-0.5%	0	-5	0	-7	-2	0.6	5
Cc1ccc(-c2csc(Nc3ccccc3)[n+]2CCc2ccccc2)cc1	-3	1.1%	2	-5	-2	-4	-1	2.2	0
CC(C)[C@H](NC(=O)c1cccc(S(=O)(=O)N2CCOCC2)c1)C(=O)Nc1nccs1	-7	5.6%	-1	13	-3	2	6	2.5	-5
Cc1ccc(NC(=O)CC2SC(=O)N(c3ccccc3)C2=O)cc1 (stereo not drawn)	-34	-1.1%	0	-4	-2	4	-9	0.5	8

This is a subset. The share of hits here may be higher or lower than overall.
